# GLP1R cytotox: qHTS of GLP-1 Receptor Inverse Agonists: Cytotox Screen; HEK293 cAMP-luciferase reporter cells, luminescence, 24 h; Potency, µM (top dose mostly 38.3 µM), for the others: at the top dose activity change, negative = inhibition, hits mostly inhibitors; 410,000 tested, 0.13% active;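 also: loss of luciferase light is scored as toxicity; potency is read from the fitted curve at half-maximal effect; % is scaled to controls: 0 for no effect and ±100 for the full control effect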
#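 Seeding density was 200 cells/uL; after overnight-length (12 h) culture, 23 nL compounds went on for 24 h at 37 °C. Readout used a luciferase detection reagent, luminescence taken after 12 min at room temperature.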
# PTHR1 ag: qHTS for PTHR1 Agonists: Primary Screen; HEK293 GP2 PTHR1 cells, GloSensor cAMP luminescence, 1 h; Potency, µM (titrated, usually from 115 µM), for inactives: top-dose activation, hits mostly activators; 410,000 tested, 0.075% active; AID 743266, 2014; also: potency is read from the fitted curve at half-maximal effect; nearly all actives have a fitted effect of over 55% in size; some results filed as inactive show a strong effect at the top dose; inactives centre near -15; many of its hits are not listed in these tables
#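 HEK-293-derived GP2 cells expressing PTHR1 and a GloSensor cAMP reporter, 3,000/well, plated overnight, given luciferin plus IBMX (each 0.5 mM as added) for 1 h at 37 °C, then compound for 1 h at 37 °C. Luminescence was read after 15 min at room temperature.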
# IL2 activator: qHTS of IL-2 Activators; AID 652025, 2013; 360,000 tested, 0.065% active; activation, % (series mostly up to about 46 µM); IL-2 activation reporter assay, cell-based qHTS; stimulated with anti-CD3/CD4/CD28 beads; in transgenic mouse T cells; in the data active = activation above about 50%; inconclusive = mostly about 30% to 49%; also: 0% is about no effect
#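 Unstimulated transgenic mouse T cells preincubated 60 min with compound, then stimulated with anti-CD3/anti-CD4-coated beads plus anti-CD28 for 18 h at 37 degrees C. IL-2 response read as EGFP and DsRed fluorescence by plate cytometry.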
# PI5P4K alpha inh: qHTS for Inhibitors of phosphatidylinositol 5-phosphate 4-kinase (PI5P4K); Phosphatidylinositol 5-phosphate 4-kinase type-2 alpha (Homo sapiens), P48426; PI5P4Kalpha enzyme, ADP-Glo luminescence, 60 min; stronger effect = lower value; max response, %; 330,000 tested, 1.2% active; active = max response of -50% or lower; inconclusive = between -30% and -50%; inactive = -30% or higher; also: value at the top dose of about 77 µM; % is scaled to controls: 0 for no effect and ±100 for the full control effect
#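 Reactions run in 0.038 M HEPES pH 7.4, 0.28 mM EGTA, 0.1% CHAPS and 5% DMSO, with PI5P4Kalpha, substrate, compound and 5 microM ATP final, one hour at room temperature. Readout is ADP-Glo luminescence.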
# PLK1 PBD block: qHTS for Inhibitors of PLK1-PDB (polo-like kinase 1 - polo-box domain): Primary Screen. Serine/threonine-protein kinase PLK1 (Homo sapiens), P53350. Plk1 PBD binding of FITC phosphopeptide, fluorescence polarization. Potency, µM, without a hit: max response, negative = inhibition, hits mostly inhibitors. 360,000 tested, 2.8% active; also: potency is read from the fitted curve at half-maximal effect; series mostly up to about 57 µM; % is scaled to controls: 0 for no effect and ±100 for the full control effect; nearly all actives have a fitted effect of over 65% in size
# GLP-1R inv ag: qHTS of GLP-1 Receptor Inverse Agonists (Inhibition Mode); AID 624417, 2012; Glucagon-like peptide 1 receptor (Homo sapiens), P43220; Potency, µM (highest dose often 38.3 µM), for inactives: at the highest dose activity change, negative = inhibition, most hits filed as inhibitors; 410,000 tested, 1.6% active; HEK293 GLP-1R CRE-luciferase, luminescence, 24 h; GLP-1R form is constitutively active; also: potency is read from the fitted curve at half-maximal effect; % is scaled to controls: 0 for no effect and ±100 for the full control effect; nearly all actives have a fitted effect of over 55% in size
#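 Inverse agonists were sought by their lowering of basal cAMP reporter luciferase output in HEK293 cells stably carrying constitutively active human GLP-1R, after 24 h compound treatment.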
# EPAC1 agonist: qHTS for Agonist of cAMP-regulated guanine nucleotide exchange factor 3 (EPAC1): primary screen; AID 720707, 2013; 360,000 tested, 0.073% active; EPAC1 agonist qHTS, biochemical assay; response scale: 100% = response to 6.5 mM cAMP; Potency, µM (titrated, usually from 154 µM), for inactives: top-dose activation, actives largely listed as activators; Rap guanine nucleotide exchange factor 3 (Homo sapiens), O95398; also: potency is read from the fitted curve at half-maximal effect; nearly all actives have a fitted effect of over 60% in size
# Target sequence (O95398 whole entry, looked up): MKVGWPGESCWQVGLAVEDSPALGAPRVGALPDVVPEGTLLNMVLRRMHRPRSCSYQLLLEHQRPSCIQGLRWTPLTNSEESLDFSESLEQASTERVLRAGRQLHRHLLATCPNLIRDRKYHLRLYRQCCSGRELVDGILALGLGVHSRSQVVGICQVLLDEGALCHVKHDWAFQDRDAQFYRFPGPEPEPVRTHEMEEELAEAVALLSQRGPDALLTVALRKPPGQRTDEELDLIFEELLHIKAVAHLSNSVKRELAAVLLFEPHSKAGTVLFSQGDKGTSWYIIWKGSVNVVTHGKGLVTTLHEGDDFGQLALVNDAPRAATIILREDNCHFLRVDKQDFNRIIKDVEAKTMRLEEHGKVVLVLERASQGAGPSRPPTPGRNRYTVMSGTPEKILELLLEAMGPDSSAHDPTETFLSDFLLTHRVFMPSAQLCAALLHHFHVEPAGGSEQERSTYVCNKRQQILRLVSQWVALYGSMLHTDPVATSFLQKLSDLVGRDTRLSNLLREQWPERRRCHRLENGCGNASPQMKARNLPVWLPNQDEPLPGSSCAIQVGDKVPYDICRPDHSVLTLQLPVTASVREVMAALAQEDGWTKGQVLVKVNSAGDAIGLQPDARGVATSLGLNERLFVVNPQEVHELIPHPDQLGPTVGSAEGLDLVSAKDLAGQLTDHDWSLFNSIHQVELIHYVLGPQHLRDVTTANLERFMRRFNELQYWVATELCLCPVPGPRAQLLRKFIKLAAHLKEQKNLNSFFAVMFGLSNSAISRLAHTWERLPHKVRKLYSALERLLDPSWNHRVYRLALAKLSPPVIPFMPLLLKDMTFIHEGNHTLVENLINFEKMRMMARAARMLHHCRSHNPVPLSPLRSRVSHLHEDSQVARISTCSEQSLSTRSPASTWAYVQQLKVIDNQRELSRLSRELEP
#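 Read-out is the fluorescence drop as BODIPY-GDP leaves Rap1B (480 nm excitation, 540 nm emission), recorded every 5 minutes over 30 minutes. Reactions held 100 nM EPAC1, 250 nM Rap1B–BODIPY-GDP and 50 uM GDP, with 6.5 mM cAMP setting full activation.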
# EPAC1 antagonist: qHTS for Antagonist of cAMP-regulated guanine nucleotide exchange factor 3 (EPAC1): primary screen. Rap guanine nucleotide exchange factor 3 (Homo sapiens), O95398. EPAC1 GEF assay, Rap1b-BODIPY-GDP exchange fluorescence. Potency, µM (doses to about 115 µM), without a hit: at the top dose activity change, negative = inhibition, actives largely listed as inhibitors. 360,000 tested, 0.14% active. AID 720709, 2013;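 also: potency is read from the fitted curve at half-maximal effect; plate controls were vehicle for no effect and positive control for full effect; nearly all actives have a fitted effect of over 50% in size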
# GLP1R ag: qHTS of GLP-1 Receptor Agonists. Glucagon-like peptide 1 receptor (Homo sapiens), P43220. HEK293 GLP-1R CRE-luciferase, luminescence, 4-6 h; cells express a hypersensitive GLP-1R form. Potency, µM (highest dose often 45.6 µM), for the others: top-dose activation, hits mostly activators. 380,000 tested, 0.007% active. AID 624172, 2012; also: potency is read from the fitted curve at half-maximal effect; % of control where 0% means no effect
# The depositor's hits bear a star; i = inactive; ? = inconclusive; . = no result given; [ ] = another dose, or the depositor's remark. Unless noted, calls follow the shape of the dose curve; as a rule, active = well fitted curve in the direction sought with a large enough effect; inconclusive = small, poorly fitted or top-dose-only effect, or another doubt; inactive = no such curve, though single readings can be large; an effect the other way counts as inactive or inconclusive. Not all compounds are listed (hit frequency here may not be typical).
no.	compound	GLP1R cytotox	PTHR1 ag	IL2 activator	PI5P4K alpha inh	PLK1 PBD block
1	Cc1ccc(C(=O)N/C(=C/c2ccc(-c3cc(C(F)(F)F)ccc3Cl)o2)C(=O)NCc2cccnc2)cc1	-12%	i	-0.1	5	-4%
2	COc1cc(NC(=O)CC(C)S(=O)(=O)c2ccc3c(c2)NC(=O)CO3)cc(OC)c1OC (stereo not given)	1%	i	-1.9	0	-17%
3	OCCNc1cnc2ccccc2n1	15%	i	1.5	-28	12µM*
4	CCCn1c(SCCc2ccccc2)nc2c1c(=O)[nH]c(=O)n2C	18%	-9%	-0.1	5	?
5	c1ccc2c(c1)-c1nc3ccccc3cc1C2N1CCOCC1 (stereo not given)	-1%	i	-0.6	2	2%
6	CCCN(CC(=O)Nc1ccc(F)c(F)c1F)C(=O)CN1C(=O)NC2(CCCCC2)C1=O	1%	i	2.4	3	-2%
7	Cn1c(SCc2nnc(-c3ccccc3Br)o2)nc2sc3c(c2c1=O)CCC3	-19%	-16%[57.5 µM]	-0.9	.	-5%
8	CCCCCC(=O)c1c(C)[nH]c(C(=O)OCC)c1C	-20%	-15%	-0.7	11	-7%
9	O=C(COC(=O)c1cccnc1Cl)c1ccccc1	-7%	i	-1.6	.	1%
10	C=CCc1cccc2cc(C(=O)NCc3ccc(C(=O)OCC)o3)c(=O)oc12	5%	i	-3.1	-20	-9%
11	CC1CCc2nn(CC(=O)NCc3ccc4c(c3)OCO4)cc2C1 (stereo not given)	0%	0%	0.1	0	-10%
12	CCC1Oc2ccc(C)cc2N(CC(=O)NCCN2C(C)CCCC2C)C1=O (stereo not given)	-2%	i	-2.5	.	-9%

no.	GLP-1R inv ag	EPAC1 agonist	EPAC1 antagonist	GLP1R ag
1	?	-13%	-18%	-34%[inhibitor]
2	13%	-1%	?	-1%
3	60%[activator]	-6%	-3%	5%
4	56%[activator]	5%	-15%	22%
5	?	-5%	-6%	20%
6	-15%	-2%	-4%	-1%
7	67%[activator]	3%	3%	17%
8	?	-19%	5%	?
9	33%[activator]	-2%	10%	6%
10	5%	-6%	9%	-2%
11	?	5%	-11%	6%
12	8%	5%	-7%	-9%

# Some of these compounds in order of their number in IL2 activator, low to high.
no. | smiles | IL2 activator
2 | COc1cc(NC(=O)CC(C)S(=O)(=O)c2ccc3c(c2)NC(=O)CO3)cc(OC)c1OC (stereo not given) | -1.9
11 | CC1CCc2nn(CC(=O)NCc3ccc4c(c3)OCO4)cc2C1 (stereo not given) | 0.1
6 | CCCN(CC(=O)Nc1ccc(F)c(F)c1F)C(=O)CN1C(=O)NC2(CCCCC2)C1=O | 2.4

# The listing continues:
no.	compound	GLP1R cytotox	PTHR1 ag	IL2 activator	PI5P4K alpha inh	PLK1 PBD block
13	CN1C=CC=C/C1=C1\SC(=S)N(N)C1=O	22%	i	0.5	-8	-13%
14	COC(=O)c1cc(Cl)c(NC(=O)c2ccc(F)cc2)cc1OC	3%	i	0.8	2	-5%
15	O=C(COC(=O)c1ccc([N+](=O)[O-])cc1)Nc1ccc(Cl)cn1	4%	-8%	-0.4	-10	-3%
16	COc1ccc(C(=O)c2c(C)oc3ccc(O)cc23)cc1	7%	-12%	-0.5	-3	-10%
17	COc1ccc(S(=O)(=O)NCC(=O)N(CC(=O)NCC2CCCO2)Cc2ccccc2)cc1 (stereo not given)	-19%	-9%	1.6	1	-3%
18	CCOc1ccc(N(C(C)C(=O)Nc2cccnc2)S(C)(=O)=O)cc1 (stereo not given)	-8%	-7%	-0.2	8	-6%
19	O=C1CC(N(CCc2ccccc2)C(=S)Nc2ccccc2)C(=O)N1c1ccc(Br)cc1 (stereo not given)	?	-55%[inhibitor]	-1.2	0	3%
20	CCN(CC)S(=O)(=O)c1ccc2c(c1)nc(SCC(=O)N1CCCCCC1)n2-c1ccc(OC)cc1	-12%	-10%	-2.9	.	-5%
21	CC(C(=O)NCc1ccccn1)N1C(=O)c2ccccc2C1=O (stereo not given)	2%	0%[57.5 µM]	-2.0	.	-3%
22	COc1cc([N+](=O)[O-])ccc1NC(=O)Nc1nc2c(s1)CCCC2	14%	0%	0.6	-2	-9%
23	CC1CCCCN1S(=O)(=O)c1ccc(C(=O)N(CCCN(C)C)c2nc3cc4c(cc3s2)OCO4)cc1 (stereo not given)	13%	i	-0.9	4	-7%
24	COc1ccc(NC(=O)CSc2nc3ccccc3nc2N2CCCC2)cc1Cl	0%	i	-3.6	11	-6%

no.	GLP-1R inv ag	EPAC1 agonist	EPAC1 antagonist	GLP1R ag
13	8%	-1%	5%	-9%
14	34%[activator]	1%	-9%	-8%
15	20%	-2%	-16%	5%
16	?	2%	-16%	8%
17	-21%	-5%	4%	6%
18	3%	-6%	20%	2%
19	?	15%	-10%	-6%
20	?	9%	-23%	0%
21	0%	-3%	14%	-13%
22	10%	7%	-11%	7%
23	?	2%	1%	1%
24	-5%	-1%	3%	4%

# Structures from the list above with an NH in an aromatic ring:
no.	compound	GLP1R cytotox	PTHR1 ag	IL2 activator	PI5P4K alpha inh	PLK1 PBD block
4	CCCn1c(SCCc2ccccc2)nc2c1c(=O)[nH]c(=O)n2C	18%	-9%	-0.1	5	?
8	CCCCCC(=O)c1c(C)[nH]c(C(=O)OCC)c1C	-20%	-15%	-0.7	11	-7%

no.	GLP-1R inv ag	EPAC1 agonist	EPAC1 antagonist	GLP1R ag
4	56%[activator]	5%	-15%	22%
8	?	-19%	5%	?

# (continued)
no.	compound	GLP1R cytotox	PTHR1 ag	IL2 activator	PI5P4K alpha inh	PLK1 PBD block
25	COCCNc1nc(NCCN2CCNC2=O)c2sccc2n1	-7%	i	-0.4	-1	-6%
26	Cc1ccccc1Cn1c(=O)sc2ccccc2c1=O	-3%	i	-3.0	-6	-3%
27	Cc1ccc2nc(-c3ccccc3)c(Cc3cccc(Cl)c3)n2c1	-22%	i	-0.6	-14	-1%
28	Cc1cccc(NC(=O)C2CC(=O)N/C(=N/N=C/c3ccco3)S2)c1 (stereo not given)	13%	-15%	-0.8	-11	-1%
29	Cc1nc2c(-c3ccccc3)c(C)nn2c(C)c1CCC(=O)NCCc1ccccc1	3%	-21%	.	.	.
30	Cc1cnnn1-c1cccc([N+](=O)[O-])c1	-10%	i	5.2	3	0%
31	CC(C)(O)C(=O)NNC(=S)Nc1ccc(F)c(Cl)c1	-5%[7.66 µM]	i	-0.1	-2	-28%
32	O=C1NC(=O)C(CC(=O)N(c2ccccc2)C2(C(=O)NC3CCCC3)CCCCC2)N1 (stereo not given)	-6%	-9%	-0.4	0	-7%
33	Cc1cccc(C(=O)OCC(=O)NC(C)C2CC3CCC2C3)c1O (stereo not given)	-10%	-14%	0.0	19	0%
34	Cc1nc(SCC(=O)c2ccccc2)c([N+](=O)[O-])[nH]1	-13%	i	1.2	.	-1%
35	CSc1nc(N)nc(SCC(=O)c2ccc(C)cc2)c1C#N	48%[activator]	-16%	-2.3	-8	-10%
36	COc1cccc(S(=O)(=O)Nc2ccc(C(=O)NCc3ccco3)cc2)c1	-3%	i	0.0	.	-3%

no.	GLP-1R inv ag	EPAC1 agonist	EPAC1 antagonist	GLP1R ag
25	-20%	-8%	-7%	0%
26	?	10%	15%	12%
27	?	3%	?	1%
28	-13%	-4%	-1%	-13%
29	?	.	.	-1%
30	17%	3%	4%	2%
31	-6%[7.66 µM]	2%	-8%	0%
32	10%	13%	5%	2%
33	?	-1%	-21%	16%
34	7%	2%	16%	-3%
35	13%	1%	-16%	-9%
36	5%	3%	7%	0%

# Next records follow.
no.	compound	GLP1R cytotox	PTHR1 ag	IL2 activator	PI5P4K alpha inh	PLK1 PBD block
37	O=C(NCCc1ccccc1)c1cccc(N2CCCC2=O)c1	-1%	-90%[inhibitor]	-0.1	6	-12%
38	Cc1cccc(-c2nc3ccccc3c(=O)[nH]2)c1	2%	-15%	-3.0	-6	-2%
39	Cc1cc(Br)ccc1NC(=O)CN(C)C(=O)C1=COCCO1	15%	i	1.4	-1	3%
40	O=C1NC[C@H](CCCCN2C[C@H](Cc3ccccc3)N(CCc3ccc(O)cc3)C(=O)C2=O)N(CCc2ccc(O)cc2)C1=O	5%	-6%	2.0	-1	-4%
41	CC1CCCN(Cc2nc3c(c(=O)n(C)c(=O)n3C)n2CCc2ccccc2)C1 (stereo not given)	-4%	i	-0.5	-6	-4%
42	CCOc1cc(C2CC(=O)NC3=C2C(=O)C(C(=O)OC)C(C)C3)cc(Br)c1O (stereo not given)	-16%	i	0.5	3	-13%
43	CCOC(=O)CCc1c(C)n[nH]c1C	-12%	i	-3.1	2	-6%
44	CC(C)C(=O)O/N=C(\N)c1ccc(Oc2ccc(Cl)cc2)c([N+](=O)[O-])c1	6%	-52%[inhibitor]	-3.2	12	-18%
45	O=C(CSc1nc(-c2cccs2)cc(C(F)(F)F)n1)NCc1ccccc1	-10%	-5%	-4.0	.	-14%

no.	GLP-1R inv ag	EPAC1 agonist	EPAC1 antagonist	GLP1R ag
37	?	-1%	-30%	-6%
38	54%[activator]	-12%	-2%	12%
39	14%	-3%	3%	-7%
40	25%	9%	-6%	-1%
41	-3%	10%	8%	9%
42	7%	13%	0%	1%
43	15%	-3%	-14%	7%
44	?	-1%	-27%	13%
45	0%	1%	-9%	-3%
